CHT PAM – allosterically activates the human high affinity choline transporter. B-score at 10 µM. 0.49% of 310,000 active. AID 488977. CHT-expressing cells, membrane potential dye, choline EC20; stronger effect = higher value; LV-AA mutant CHT in HEK293 cells;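 active = initial fluorescence not abnormally high and integrated response B-score, plate-corrected, over 3 SD above library mean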
Target sequence (Q9GZV3 whole entry, looked up): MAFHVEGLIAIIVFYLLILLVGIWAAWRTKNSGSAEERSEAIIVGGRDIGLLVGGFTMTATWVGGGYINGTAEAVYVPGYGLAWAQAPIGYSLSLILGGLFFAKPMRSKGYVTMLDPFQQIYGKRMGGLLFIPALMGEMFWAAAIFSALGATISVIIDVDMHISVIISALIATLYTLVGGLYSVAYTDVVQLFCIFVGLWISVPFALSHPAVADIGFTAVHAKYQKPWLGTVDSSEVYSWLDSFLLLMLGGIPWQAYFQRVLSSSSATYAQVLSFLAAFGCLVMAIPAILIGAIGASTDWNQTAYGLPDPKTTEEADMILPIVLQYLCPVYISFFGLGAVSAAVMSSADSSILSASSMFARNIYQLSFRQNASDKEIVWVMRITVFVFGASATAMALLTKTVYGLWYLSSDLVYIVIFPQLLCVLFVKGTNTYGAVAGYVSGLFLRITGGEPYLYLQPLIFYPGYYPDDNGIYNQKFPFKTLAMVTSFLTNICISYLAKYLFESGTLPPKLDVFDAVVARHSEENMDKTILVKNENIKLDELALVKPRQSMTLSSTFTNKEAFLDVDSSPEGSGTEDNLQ
CHT block – inhibitors of human choline transporter CHT; Q9GZV3; 0.86% of 310,000 active; AID 488975; B-score at 10 µM; CHT-expressing cells, membrane potential dye, choline response; stronger effect = lower value;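 active = B-score over 3 SD under the library average, and starting fluorescence ratio not unusually high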;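 note: choline stimulus applied at its EC90 after an EC20 pre-addition; B-score computed on integrated fluorescence ratio after choline addition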
Calls only.

Start of the data: the first 5 entries (preview)
`COc1ccc(NC(=O)c2cc3c(=O)n4ccccc4nc3n2C)c(OC)c1` gave CHT PAM inactive and CHT block inactive.
Screening COc1ccc2cc3cc(C(=O)N4CC(C)CC(C)C4)oc3nc2c1 (configuration not stated) returned CHT PAM inactive and CHT block inactive.
Screening COc1cnc(-c2ccccn2)nc1Sc1ccccc1 returned CHT PAM inactive and CHT block inactive.
CCN(CC)CCNC(=O)c1ccc(NC(=O)c2cc(S(=O)(=O)N3CCCCC3)ccc2C)cc1 was read as CHT PAM inactive and CHT block inactive.
Screening O=C(NCCN1CCOCC1)c1cc(Cl)ccc1Cl returned CHT PAM inactive and CHT block inactive.

Results, from the first entry:
`COc1ccc(NC(=O)c2cc3c(=O)n4ccccc4nc3n2C)c(OC)c1` gave CHT PAM inactive and CHT block inactive.
Screening COc1ccc2cc3cc(C(=O)N4CC(C)CC(C)C4)oc3nc2c1 (configuration not stated) returned CHT PAM inactive and CHT block inactive.
Screening COc1cnc(-c2ccccn2)nc1Sc1ccccc1 returned CHT PAM inactive and CHT block inactive.
CCN(CC)CCNC(=O)c1ccc(NC(=O)c2cc(S(=O)(=O)N3CCCCC3)ccc2C)cc1 was read as CHT PAM inactive and CHT block inactive.
Screening O=C(NCCN1CCOCC1)c1cc(Cl)ccc1Cl returned CHT PAM inactive and CHT block inactive.
`Cc1ccc(Cn2c(=N)c(C(=O)NCc3ccco3)cc3c(=O)n4ccccc4nc32)cc1` gave CHT PAM inactive and CHT block inactive.
For CCOc1ccccc1NC(=O)CSc1nnc(CNC(=O)c2cc(OC)c(OC)c(OC)c2)o1 the results were CHT PAM inactive and CHT block inactive.
Screening O=C(c1ccc(CS(=O)(=O)c2ccc(Br)cc2)o1)N1CCOCC1 returned CHT PAM inactive and CHT block inactive.
Screening C#CCOCCOCCOCCNc1nc(N2CCOCC2)nc(N2CCN(C(=O)[C@H](CCCCN)n3cc([C@@H](N)C(C)CC)nn3)CC2)n1 (some centres not stated) returned CHT PAM inactive and CHT block inactive.
Screening O=C(NCc1ccc(F)cc1)c1cccc(NC2=NC3CS(=O)(=O)CC3S2)c1 (configuration not stated) returned CHT PAM inactive and CHT block inactive.
Screening O=C(NC1CC(=O)N(c2ccc(Cl)cc2)C1)N1CCN(C(=O)c2ccco2)CC1 (configuration not stated) returned CHT PAM inactive and CHT block inactive.
`CCSc1nc2c(c(-c3ccc(C)o3)c1C#N)CCCC2` gave CHT PAM inactive and CHT block inactive.
Oc1ccc(Cl)cc1N=Cc1sc2ccccc2c1Cl was read as CHT PAM inactive and CHT block inactive.
Screening O=C(Nc1cccnc1)c1cccc(S(=O)(=O)N2CCOCC2)c1 returned CHT PAM inactive and CHT block inactive.
`Cc1ccc(N(Cc2cc3ccccc3[nH]c2=O)C(=O)c2ccco2)c(C)c1` gave CHT PAM inactive and CHT block inactive.
COc1ccc(S(=O)(=O)N2CCC(C(=O)N3CCc4ccccc4C3)CC2)cc1OC was read as CHT PAM inactive and CHT block inactive.
For Cc1cccc(NC(=O)c2cccc(N3C(=O)CCC3=O)c2)c1 the results were CHT PAM inactive and CHT block inactive.
`Nc1nc(N)n(-c2ccccc2)c(=Nc2ccccc2)n1` gave CHT PAM inactive and CHT block inactive.
Screening CC(C)CCNC(=O)C(c1cccnc1)N(Cc1ccccc1)C(=O)Cn1nnc2ccccc21 (configuration not stated) returned CHT PAM inactive and CHT block inactive.
`CCN(CC)CCN(C(=O)Cn1nnc(-c2ccc(C)o2)n1)C(C(=O)NC(C)(C)C)c1cccs1` (configuration not stated) gave CHT PAM inactive and CHT block inactive.
`CCCC[C@@H]1CN=C(N)N1CCc1cc(C(F)(F)F)cc(C(F)(F)F)c1` gave CHT PAM inactive and CHT block inactive.
For CC(NC(=O)Cc1cccs1)C(c1cccs1)N1CCOCC1 (configuration not stated) the results were CHT PAM inactive and CHT block inactive.
`COc1ccc(-n2nc(C(=O)NCC(=O)NC(C)C)c3ccccc3c2=O)cc1` gave CHT PAM inactive and CHT block inactive.
Cc1ccc(OCC(=O)Nc2ccc3c(c2)CCC3)c([N+](=O)[O-])n1 was read as CHT PAM inactive and CHT block inactive.
For O=C(Nc1cccc2ccccc12)/C(Cl)=C/c1ccccc1 the results were CHT PAM inactive and CHT block inactive.
Screening O=C(c1csc2ccccc12)N1CCN(c2ccc(Cl)c(Cl)c2)CC1 returned CHT PAM inactive and CHT block inactive.
Screening O=c1[nH]cnc2sc3c(c12)CCCC3 returned CHT PAM inactive and CHT block inactive.
`O=C(Cc1c(F)cccc1Cl)NCC1CCCO1` (configuration not stated) gave CHT PAM inactive and CHT block inactive.
CC1(C)CC(=O)C=C(Nc2ccccc2NC(=O)c2cnccn2)C1 was read as CHT PAM inactive and CHT block inactive.
CN(C)C1(CNC(=O)C2CCC(=O)N(Cc3ccc(Cl)cc3)C2)CCCCC1 (configuration not stated) was read as CHT PAM inactive and CHT block inactive.
Screening Cc1ccc(-c2nn(-c3ccccc3)cc2/C=C/C(=O)O)o1 returned CHT PAM inactive and CHT block inactive.
Screening CCOC(=O)C(C)NC(=O)c1cn(-c2ccc(OC)cc2)c(=O)c2ccccc12 (configuration not stated) returned CHT PAM inactive and CHT block inactive.
COC(=O)c1ccc2[nH]cc(CCO)c2c1 was read as CHT PAM inactive and CHT block inactive.
Screening COc1cccc(OCC(=O)Nc2c3c(nn2-c2ccccc2)CS(=O)(=O)C3)c1 returned CHT PAM inactive and CHT block inactive.
For CC(C)(C)c1[nH]ncc1[N+](=O)[O-] the results were CHT PAM inactive and CHT block inactive.
For NNC(=O)[C@H](Cc1ccccc1)NC(=O)NCCc1ccccc1 the results were CHT PAM inactive and CHT block inactive.
`Cc1cc(NC(=O)c2ccc(C)c(C)c2)no1` gave CHT PAM inactive and CHT block inactive.
`CCN(CC(=O)NCc1ccc(F)cc1)C(=O)CN1CCN(c2cc(Cl)ccc2C)CC1` gave CHT PAM inactive and CHT block inactive.
`CCOC(=S)SCc1cn2cccc(C)c2n1` gave CHT PAM inactive and CHT block inactive.
For Cc1cccc(-c2cc(C(=O)Nc3ccc4c(c3)OCCO4)c3ccccc3n2)c1 the results were CHT PAM inactive and CHT block inactive.
`COc1ccc(N2C(=S)N=C(Nc3ccccc3)C23CCCCC3)cc1` gave CHT PAM inactive and CHT block inactive.
Screening O=C(NCCc1cn2ccccc2n1)c1cc(COc2c(F)cccc2F)on1 returned CHT PAM inactive and CHT block inactive.
For Cc1cc(OCCCCOc2ccc(C#N)cc2)ccc1[N+](=O)[O-] the results were CHT PAM inactive and CHT block inactive.
CCC[C@H]1COCCS(=O)(=O)N1Cc1ccccc1F was read as CHT PAM inactive and CHT block inactive.
For COc1ccc(CCn2c(C)c(C(C)=O)c(C(C)=O)c2C)cc1OC the results were CHT PAM inactive and CHT block inactive.

Among those listed so far, two have a tert-butyl group.
`CCN(CC)CCN(C(=O)Cn1nnc(-c2ccc(C)o2)n1)C(C(=O)NC(C)(C)C)c1cccs1` (configuration not stated) gave CHT PAM inactive and CHT block inactive.
For CC(C)(C)c1[nH]ncc1[N+](=O)[O-] the results were CHT PAM inactive and CHT block inactive.

Next entries
For COc1ccc(/C(=N\O)c2nccc3cc(OC)c(OC)cc23)cc1OC the results were CHT PAM inactive and CHT block inactive.
`Cc1ccc(CN2C(=O)CCC2(C)C(=O)NCc2cccnc2)cc1` (configuration not stated) gave CHT PAM inactive and CHT block inactive.
`O=C(CCc1ccccc1)N=C1SC2CS(=O)(=O)CC2N1c1cccc(F)c1` (configuration not stated) gave CHT PAM inactive and CHT block inactive.
Screening Cc1ccccc1CN1CCN(CC(=O)NCc2ccco2)C1=O returned CHT PAM inactive and CHT block inactive.
Screening CCOc1ccc(Cc2c(C)[nH]c3ccc(C(=O)O)cc3c2=S)cc1 returned CHT PAM inactive and CHT block inactive.
CCC(=O)c1cn(CC(=O)Nc2cccc(C)c2)c2ccccc12 was read as CHT PAM inactive and CHT block inactive.
For COCc1cc(=O)[nH]c(/N=C(\N)Nc2ccc(Cl)c(Cl)c2)n1 the results were CHT PAM inactive and CHT block inactive.
For CCN(CC)C(=O)C(=O)N/N=C/c1cccs1 the results were CHT PAM inactive and CHT block inactive.
Screening O=C(CSc1ncnc2c1nnn2Cc1ccccc1)NC1CCCCC1 returned CHT PAM inactive and CHT block inactive.
For CCOC(=O)c1ccc(N2C(=O)CC(Nc3ccc(CCO)cc3)C2=O)cc1 (configuration not stated) the results were CHT PAM inactive and CHT block inactive.
Screening COc1ccc2[nH]c(=O)c(CN(Cc3cccnc3)Cc3nnnn3CC3CCCO3)cc2c1 (configuration not stated) returned CHT PAM inactive and CHT block inactive.
For C[C@H](NC(=O)[C@H]1N2C(=O)c3ccccc3C2SC1(C)C)C(=O)N1CCCCC1 (some centres not stated) the results were CHT PAM inactive and CHT block inactive.
For CN1CCN(C(=O)c2ccc(CS(=O)Cc3ccc(Cl)cc3)o2)CC1 (configuration not stated) the results were CHT PAM inactive and CHT block inactive.
CCOC(=O)c1c(NC(=O)CNC2CCCCC2)sc(C)c1C was read as CHT PAM inactive and CHT block inactive.
`CCN(CC)S(=O)(=O)c1ccc2nc(NC(=O)c3ccco3)sc2c1` gave CHT PAM inactive and CHT block inactive.

Compounds listed so far that contain an aryl thioether with sulfur outside any ring:
Screening COc1cnc(-c2ccccn2)nc1Sc1ccccc1 returned CHT PAM inactive and CHT block inactive.
For CCOc1ccccc1NC(=O)CSc1nnc(CNC(=O)c2cc(OC)c(OC)c(OC)c2)o1 the results were CHT PAM inactive and CHT block inactive.
`CCSc1nc2c(c(-c3ccc(C)o3)c1C#N)CCCC2` gave CHT PAM inactive and CHT block inactive.
Screening O=C(CSc1ncnc2c1nnn2Cc1ccccc1)NC1CCCCC1 returned CHT PAM inactive and CHT block inactive.

(more compounds)
CN(CCC#N)C(=O)COC(=O)c1nn(-c2ccccc2)c(=O)c2ccccc12 was read as CHT PAM inactive and CHT block inactive.
Cc1ccc(NS(=O)(=O)c2ccc3[nH]c(=O)sc3c2)cc1 was read as CHT PAM inactive and CHT block inactive.
O=C(CC1N=C(Cc2ccccc2)NNC1=O)N/N=C/c1ccc([N+](=O)[O-])cc1 (configuration not stated) was read as CHT PAM inactive and CHT block inactive.
`O=C(CSc1nnc(-c2ccccc2O)n1Cc1ccccc1)NNC(=O)c1ccccc1O` gave CHT PAM inactive and CHT block inactive.
Screening CCSc1nc2sc3c(c2c(=O)n1-c1ccccc1C)CCN(C)C3 returned CHT PAM inactive and CHT block inactive.
Screening CCOC(=O)c1c(NC(=O)COc2ccccc2OCC)sc2c1CC(C)(C)NC2(C)C returned CHT PAM inactive and CHT block inactive.
For Cn1nc(-c2ccccc2)c(C(O)c2ccc(Cl)cc2)c1Cl (configuration not stated) the results were CHT PAM inactive and CHT block inactive.
For O=C(c1ccccc1)c1ccc2nc(-c3ccco3)c(-c3ccco3)nc2c1 the results were CHT PAM inactive and CHT block inactive.
Screening COc1ccc(-c2noc(N3CCC(C(=O)N(C)c4ccccc4)CC3)n2)cc1 returned CHT PAM inactive and CHT block inactive.
Cc1ccccc1N1CCN(CCCOc2ccc3c(C)cc(=O)oc3c2)CC1 was read as CHT PAM inactive and CHT block inactive.
For COC(=O)c1sccc1S(=O)(=O)Nc1ccc(S(N)(=O)=O)cc1 the results were CHT PAM inactive and CHT block inactive.
Screening O=C(Cc1ccccc1F)Nc1cccc2cccnc12 returned CHT PAM inactive and CHT block inactive.
Screening C=CCn1c(C)c(C(C)=O)c(N2CCCC2)nc1=S returned CHT PAM inactive and CHT block inactive.
For O=C(c1cc(-c2cccnc2)nc2ccc(Cl)cc12)N1CCN(S(=O)(=O)c2cccs2)CC1 the results were CHT PAM inactive and CHT block inactive.
For Cc1ccc(NC(=O)OCCN2CCN(Cc3ccccc3)CCC2=O)cc1 the results were CHT PAM inactive and CHT block inactive.
Screening O=C(Nc1ccc(NC(=O)c2cc([N+](=O)[O-])ccc2N2CCOCC2)cc1)c1cccs1 returned CHT PAM inactive and CHT block inactive.
`O=C1CCC(=O)N1c1ccc(CSc2nnnn2C2CCCCC2)cc1` gave CHT PAM inactive and CHT block inactive.
`Cc1cc(NC(=O)CSc2nc(=O)cc(N)n2-c2ccc(F)cc2)no1` gave CHT PAM inactive and CHT block inactive.
`CC(C)(C)c1cc2cccnc2n1Cc1ccccc1` gave CHT PAM inactive and CHT block inactive.
For CCN1CCN(S(=O)(=O)c2ccc(OC)c3ccccc23)CC1 the results were CHT PAM inactive and CHT block inactive.
Screening O=c1c2ccccc2c(C=Nc2cccc(S(=O)(=O)NC3=NCCCCC3)c2)c(O)n1Cc1ccccc1 returned CHT PAM inactive and CHT block inactive.
COc1cc2c(cc1OC)C(c1ccc(C(F)(F)F)cc1)CC(=O)N2 (configuration not stated) was read as CHT PAM inactive and CHT block inactive.
Screening CCC(=O)c1ccc(OCc2ccc(C(=O)c3ccccc3)cc2)cc1 returned CHT PAM inactive and CHT block inactive.
Screening COc1cc(CNCCc2ccccc2F)ccc1OCc1ccc(Cl)nc1 returned CHT PAM inactive and CHT block inactive.
Screening COc1ccc(CN2C(=O)NC3(CCCc4ccccc43)C2=O)cc1F (configuration not stated) returned CHT PAM inactive and CHT block inactive.
Screening COc1ccc(N(CC(=O)NCCc2ccccc2)C(=O)c2csnn2)cc1 returned CHT PAM inactive and CHT block inactive.
`CCN(C1CCS(=O)(=O)C1)S(=O)(=O)c1ccc2ccccc2c1` (configuration not stated) gave CHT PAM inactive and CHT block inactive.
`CC(CCO)Nc1nc2c([nH]1)c(=O)n(C)c(=O)n2C` (configuration not stated) gave CHT PAM inactive and CHT block inactive.
Screening O=C(CSc1ccccc1C(=O)O)NC12CC3CC(CC(C3)C1)C2 returned CHT PAM inactive and CHT block inactive.
For CCOc1ccc2[nH]c3c(N4CCC5(CC4)OCCO5)ncnc3c2c1 the results were CHT PAM inactive and CHT block inactive.
`O=C1CCCc2nc(N3CCc4ccccc43)ncc21` gave CHT PAM inactive and CHT block inactive.
COC1=C/C(=C/c2c(N)n3nc(CC(=O)N4CCCCC4)sc3nc2=O)C=CC1=O was read as CHT PAM inactive and CHT block inactive.
`S=C(NCC1CCCO1)Nc1ccccc1Cl` (configuration not stated) gave CHT PAM inactive and CHT block inactive.

From PubChem
